Screening results (PubChem BioAssay)
Mdm2 ligase inh = blocks human Mdm2 ubiquitin ligase activity; Q00987; cell-based MDM2 ubiquitination luciferase reporter, 2 h; 0 = plate control, 100 = twice control, blank-subtracted; signal enhancement, % at 5 µM; actives 0.11% (n = 210,000); AID 1230;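 active means signal enhancement of 30% or more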;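 further: luminescence tracks abundance of the self-degrading MDM2-luciferase fusion protein; higher signal means inhibition of MDM2 E3 ligase activity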
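Assay system: mammalian cells stably expressing self-ubiquitinating, self-degrading MDM2 E3–luciferase fusion. Quantity: 2000 cells in each well. Medium: DMEM culture medium. Compound dosing: single-point 5 µM. Timing: cell settling 4 h, compound treatment 2 h, both 37 °C. Technique: luciferase luminescence. Read-out basis: percent signal gain over controls, blank-subtracted. Benchmarks: plate controls and plate blanks.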
L929 necroptosis = L929 zVAD cell death inhibition. L929 zVAD necroptosis rescue, ATP luminescence, 24 h; with zVAD 60 µM. viability rescue, % at 10 µM. actives 0.38% (n = 220,000);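 active means activation, scaled between plate controls, above about 75%, limit read from the data; inactive means activation under that limit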;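 further: 0% = zVAD with DMSO and 100% = DMSO alone without zVAD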
Runt-SMMHC FRET = inhibitors of human RUNX1 Runt domain binding to CBFb-SMMHC; Q01196+Q13951; inhibition, % at 20 µM; AID 1434; Cerulean-Runt/Venus-CBFb-SMMHC FRET ratio 530/480, 1 h; actives 0.74% (n = 220,000);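 active means mean inhibition across duplicate retests at 20 µM reaching about 50%, limit read from the data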;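 further: 0% = DMSO wells and 100% = wells with excess untagged CBFb-SMMHC; inhibitors lower the FRET ratio by blocking Runt binding to CBFb-SMMHC; some results filed as inactive read as strong as hits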
Target sequence (Q01196 whole entry, looked up, the tested form may be a part): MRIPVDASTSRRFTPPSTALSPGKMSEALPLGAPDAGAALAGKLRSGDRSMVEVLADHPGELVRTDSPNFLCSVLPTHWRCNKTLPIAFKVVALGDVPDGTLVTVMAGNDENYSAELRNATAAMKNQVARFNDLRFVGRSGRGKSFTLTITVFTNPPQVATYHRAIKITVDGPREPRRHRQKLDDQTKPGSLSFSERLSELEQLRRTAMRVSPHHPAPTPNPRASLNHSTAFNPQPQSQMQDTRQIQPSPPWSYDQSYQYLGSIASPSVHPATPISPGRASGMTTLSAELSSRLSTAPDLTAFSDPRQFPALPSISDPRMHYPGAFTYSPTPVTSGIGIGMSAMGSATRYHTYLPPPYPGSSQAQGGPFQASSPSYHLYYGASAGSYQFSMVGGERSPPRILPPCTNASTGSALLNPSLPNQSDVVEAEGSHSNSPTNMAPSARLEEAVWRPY
Target sequence (Q13951 whole entry, looked up, the tested form may be a part): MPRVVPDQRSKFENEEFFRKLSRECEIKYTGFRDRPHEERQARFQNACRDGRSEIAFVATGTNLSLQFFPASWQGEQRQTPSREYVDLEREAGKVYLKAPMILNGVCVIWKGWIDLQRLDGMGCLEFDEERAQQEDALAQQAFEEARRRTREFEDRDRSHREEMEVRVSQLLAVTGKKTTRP
Runt-CBFb FRET = inhibitors of human RUNX1 Runt domain binding to CBFb. AID 1496. Q01196+Q13951. actives 0.46% (n = 220,000). Cerulean-Runt/Venus-CBFb FRET ratio 530/480, 1 h. inhibition, % at 20 µM;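 active means inhibition over about 50% at 20 µM in the single-dose screen, limit read from the data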;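 further: 0% = DMSO wells and 100% = excess unlabeled CBFb competitor control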
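Measured by: fluorescence energy transfer, 422 nm excitation, 530/480 nm emission; test system: Cerulean-tagged RUNX1 Runt domain (FRET donor) fusion protein; buffer or medium: Tris pH 7.5 buffer with BSA; compound: one dose, 20 µM compound, 1% DMSO; times: two 1 h room-temperature incubations shielded from light; benchmarks: unlabeled CBFb 5 µM, positive control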
Hck-Nef inh = blocks Nef-activated human Hck kinase; P08631; Recombinant Hck-YEEI plus Nef, Z-Lyte FRET kinase assay; inhibition, % at 20 µM; actives 0.68% (n = 220,000);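 active means Hck-Nef kinase inhibition above about 50%, limit read from the data; inactive means inhibition below that limit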;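 further: 0% = DMSO with Hck plus Nef and 100% = Hck alone without Nef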
p47phox inh = blocks human p47phox regulatory protein of NADPH oxidases. AID 1274. actives 0.53% (n = 220,000). inhibition, % at 24.7 µM. p47phox/p22phox peptide binding, fluorescence polarization, 2 h;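 active means inhibition above about 30%, limit read from the data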;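 further: 0% = p47phox with labelled peptide and 100% = labelled peptide alone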
14-3-3 Bad PPI = disrupts binding of bovine 14-3-3 zeta to phospho-Bad peptide | P63103 | TR-FRET 14-3-3zeta/Dy647-pBad peptide displacement, 1 h | inhibition, % at 21.7 µM | actives 0.71% (n = 220,000);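 active means inhibition above about 70%, limit read from the data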;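 further: 0% = full 14-3-3 plus peptide FRET controls and 100% = background without 14-3-3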
Target sequence (P63103 whole entry, looked up): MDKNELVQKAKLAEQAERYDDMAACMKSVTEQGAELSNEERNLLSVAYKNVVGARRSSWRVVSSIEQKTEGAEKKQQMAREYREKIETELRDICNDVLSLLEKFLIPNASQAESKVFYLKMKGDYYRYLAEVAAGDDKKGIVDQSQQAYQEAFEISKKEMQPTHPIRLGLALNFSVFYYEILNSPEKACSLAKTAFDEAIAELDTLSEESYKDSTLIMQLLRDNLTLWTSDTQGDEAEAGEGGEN
EBV gp42 block = inhibitors of Epstein-Barr virus glycoprotein 42; inhibition, % (tested at 21.74 µM); Fluorescence polarization binding assay, mP read-out; actives 0.42% (n = 220,000); in the data active means inhibition above about 50%
Tb hexokinase = blocks Trypanosoma brucei hexokinase 1 activity. recombinant TbHK1, G6PDH-coupled NADH A340. inhibition, % at 10 µM. actives 0.11% (n = 220,000). AID 1430;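 active means inhibition of 50% or more in the single-dose primary screen; inactive means inhibition below 50%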
* hit, by the source's call; / = no result given; [ ] = remark or other dose.

SMILES	Mdm2 ligase inh	L929 necroptosis	Runt-SMMHC FRET	Runt-CBFb FRET	Hck-Nef inh	p47phox inh	14-3-3 Bad PPI	EBV gp42 block	Tb hexokinase
N#Cc1c(NC(=O)c2cnn3cccnc23)sc2c1CCCC2	-2.8	48.1	0.0	8.1	33.0	-9.6	20.5	-7.9	-13.7
NC(=O)CSc1nc(O)cc(=O)n1-c1ccccc1	3.8	0.1	-2.9	1.8	-0.9	-20.6	2.6	-14.9	1.1
O=C(Nc1nc(-c2ccccc2)ns1)c1ccncc1	1.1	0.1	-5.3	2.1	17.1	-6.4	-1.4	-13.9	-11.0
Cc1ccc2nc3ccc(N4CCCC4)nn3c(=O)c2c1	-11.0	5.0	1.7	6.2	1.1	7.2	-0.3[fluorescence artefact?]	9.4	-25.4
CC(=O)Cn1c(CN2CCCC2)nc2ccccc2c1=O	-24.3	5.4	-0.7	-0.7	24.2	9.3	-13.7	-15.9	-4.0
CCCCCCOc1ccc(/C(C)=N/NC2=NCCN2)cc1[N+](=O)[O-]	-11.8	-2.8	-3.3	0.8	-9.2	51.4*	-60.6	-2.2	5.2
COCCCNC(=S)N/N=C/c1ccc2c(c1)OCO2	-0.5	0.0	0.4	-0.6	8.0	-9.3	-8.5	-2.0	-67.3
O=C(COC(=O)c1ccccc1[N+](=O)[O-])Nc1cc(S(=O)(=O)N2CCOCC2)ccc1N1CCCC1	5.1	-0.3	-0.6	0.2	-3.8	-0.5	-9.3	-2.2	-5.4
CC(=O)c1ccccc1NCC(=O)Nc1ccc(C)cc1	-25.7	1.7	1.3	5.3	-0.9	8.3	10.9	-3.9	-7.4
CC(NS(=O)(=O)c1cccc(Cl)c1)C(=O)Nc1ccc(-c2nc3ccccc3s2)cc1 (configuration not stated)	2.6	0.6	1.8	-1.2	5.4	-4.6	-1.1	1.0	-15.7
CCCn1cc(C(=O)OCC)c(=O)c2cc(F)c(F)cc21	-7.7	0.1	3.5	-0.3	-6.6	-7.9	3.0	-1.9	-1.5
Cc1ccc(C)c(N2CCN(c3nnnn3-c3ccccc3)CC2)c1	-3.0	-0.8	3.1	-1.6	0.5	-5.6	-5.8	-4.4	2.2
O=C(Cn1c(C(F)(F)F)nc2ccccc21)N1CCCC1	/	-1.2	-0.1	-1.6	1.2	-3.5	-8.0	-25.8	-0.3
COc1cc(SC)ccc1C(=O)Nc1ccccc1C#N	-5.7	-0.1	0.9	-1.1	0.6	-20.1	-4.7	-3.8	-10.0
CC(=O)N1N=C(c2ccccc2)OC1c1ccc([N+](=O)[O-])s1 (configuration not stated)	0.1	1.3	-4.6	2.0	27.3	-1.6	-21.9	-5.6	-14.2
COc1cc(C2CC(=O)NC3=C2C(=O)CC(C)(C)C3)cc(OC)c1O (configuration not stated)	-18.5	0.9	3.8	-0.2	1.2	-8.1	5.0[fluorescence artefact?]	-14.3	3.4
Cc1cc(SCC(=O)NN=C2CCN(C(C)C)CC2)c(C)cc1Br	-1.3	1.7	-2.3	-2.5	5.9	-7.0	-11.2	-27.2	-0.6
CCn1c(SCC(=O)N/N=C/c2ccc(OC)c(OC)c2)nc2ccccc21	-5.5	-0.2	-2.1	0.5	0.2	-5.7	3.9	-0.4	-10.0
O=C(NCCCCCCNC(=O)c1cccs1)c1cccs1	7.1	2.8	/	/	11.9	-1.6	0.0	-10.1	1.3
Nc1nnc(SCCN2C(=O)c3ccccc3C2=O)s1	-34.3	0.7	2.3	0.8	0.5	-14.7	-4.6	-12.5	-0.3
O=C(c1ccccc1)N1C(=O)C(c2ccccc2)Oc2ccccc21 (configuration not stated)	0.7	0.8	-2.8	0.3	15.5	1.2	-1.9	-2.8	0.5
O=C(CC(c1ccco1)S(=O)(=O)c1ccccc1)c1ccccc1 (configuration not stated)	-10.6	0.8	15.0	36.2	13.0	-3.0	-11.4	-7.1	-18.3
C=C(C)c1cccc(C(C)(C)NC(=O)NCc2cccnc2)c1	6.4	0.6	1.6	-0.2	19.5	2.2	-7.8	-15.9	3.3
Cc1ccc(C2c3sc(=O)[nH]c3SC3C4CC(C5C(=O)N(C(C)C(=O)O)C(=O)C45)C23)cc1 (configuration not stated)	-8.8	-0.8	4.3	27.4	5.1	-2.8	7.2	-3.7	2.8
OC1O[C@H](c2ccc3c(c2)OCO3)[C@H]2CO[C@H](c3ccc4c(c3)OCO4)[C@@H]12 (some centres not stated)	18.9	0.9	4.0	1.9	20.3	2.4	-4.8	-9.3	-10.1
Cc1c(C(=O)OCCOC(C)C)[nH]c2c1C(=O)CC(c1ccco1)C2 (configuration not stated)	-5.8	-0.9	7.8	12.0	4.0	-23.1	2.7	1.9	-4.3
Nc1cc(=O)[nH]c(SCC(=O)NNC(=O)Cc2ccccc2)n1	-1.9	2.8	-5.6	0.8	-35.0	-4.2	-9.0	-4.7	1.6
CCOc1ccc(C(=O)NCCN2CCCC2)cc1	1.4	2.6	-4.4	2.0	18.8	-8.1	-0.2	-19.5	0.6
CCCC(=O)NCc1cc(-c2nn(C)c(=O)c3ccccc23)ccc1C	-14.5	0.7	-3.9	-2.1	0.9	-13.1	1.7	-4.2	0.5
COC(=O)[C@@H](NC(=O)/C=C/c1ccc(OC)cc1)C(C)C	-11.4	0.4	0.6	-0.7	1.2	-1.9	0.1	-5.2	-8.7
COc1cc(/C=N/NC(=O)c2cc(-c3ccco3)nc3ccccc23)cc(OC)c1O	1.1	0.8	0.1	27.6	45.8	-9.6	6.8	6.6	-63.6
Cn1c(=O)c2c(nc(SCC(=O)NCC3CCCO3)n2C)n(C)c1=O (configuration not stated)	-3.1	1.7	-0.7	1.6	1.0	-6.2	3.6	-10.5	1.1
COCCn1c(SCC(=O)Nc2nnc(C)s2)nnc1-c1ccoc1C	-7.5	1.1	-2.9	1.8	17.7	-1.9	-5.2	-1.5	-2.0
COc1ccc(Cl)cc1C(=O)Nc1ccc(S(N)(=O)=O)cc1	-7.0	3.2	1.5	1.7	5.3	-12.6	-0.8	-9.7	-4.5
Cc1ccc(OCCn2cc(/C=C(\C#N)C(=O)NCC3CCCO3)c3ccccc32)cc1 (configuration not stated)	1.6	1.7	-2.6	-7.9	0.4	-6.1	-4.3[fluorescence artefact?]	-14.5	-14.8
COc1ccc(S(=O)(=O)Nc2ccc(CC#N)cc2)cc1	-16.8	0.1	-0.6	-1.8	0.0	-6.2	-4.4	-18.3	4.8
CCOC(=O)c1c(C)nc2c(c1-c1ccccc1)C(=O)c1ccccc1-2	-11.0	-0.5	-2.8	-2.6	0.1	-5.0	8.7	1.8	-11.3
O=C(CCc1ccc(S(=O)(=O)N2CCOCC2)cc1)Nc1ccc2c(c1)OCCO2	-19.2	0.3	-3.0	-0.5	14.5	-4.0	-4.0	-1.9	-10.3
CC(C)(OC1OC(CO)C(O)C(O)C1O)[C@H]1Oc2ccc3ccc(=O)oc3c2[C@H]1O (some centres not stated)	/	3.0	2.6	-1.9	-3.0	-6.9	10.9	-19.1	-137.7
CCn1cc(C(=O)NCc2ccc3c(c2)OCO3)c(=O)c2cc(S(=O)(=O)N(C)C)ccc21	-8.5	/	-5.2	-5.0	4.4	1.1	-4.4	-6.5	-11.7
CC(C)c1ccc(C2C3=C(COC3=O)Nc3cc4c(cc32)OCO4)cc1 (configuration not stated)	7.8	-1.9	-4.4	-2.1	15.5	2.4	-3.1	-1.7	-4.9
CCOC(=O)C(C)Oc1ccc(NC(=O)C(Cl)(Cl)Cl)cc1 (configuration not stated)	-2.5	-0.6	0.8	-0.8	14.7	-6.1	1.0	-2.6	3.9
COc1ccc(CCNC(=O)C2CCN(S(=O)(=O)N3CCCCCC3)CC2)cc1OC	-0.5	0.0	-3.2	-0.9	1.7	-16.3	0.2	-11.4	1.5
O=C(CSc1nnc(-c2ccccc2)o1)Nc1ccccc1F	-34.4	-0.6	-4.1	0.9	-0.7	0.6	-0.9	5.2	-1.8
CCOC(=O)c1ccc(NC(=O)CN2C(=O)NC3(CCC(C)CC3)C2=O)cc1 (configuration not stated)	3.3	60.4	-1.4	0.7	19.0	-3.5	-5.2	-10.8	7.8
O=C(CSc1ccccn1)N1CCN(c2ncc(C(F)(F)F)cc2Cl)CC1	-17.9	0.8	0.0	-2.8	8.9	-14.2	7.7	-9.8	2.6
CCOc1ccccc1NC(=O)C(OC(=O)c1cc(C)oc1C)c1ccccc1 (configuration not stated)	0.8	1.2	3.2	54.0*	7.1	-40.8	-0.1	-31.8	37.1
CC(C(=O)Nc1cccnc1)N1C(=O)C2C3C=CC(C3)C2C1=O (configuration not stated)	-4.7	0.5	-2.0	2.6	-3.2	9.0	8.2	-0.3	-2.5

Part of the list above, limited to Tb hexokinase and EBV gp42 block.
mol | Tb hexokinase | EBV gp42 block
Cc1cc(SCC(=O)NN=C2CCN(C(C)C)CC2)c(C)cc1Br | -0.6 | -27.2
CCn1c(SCC(=O)N/N=C/c2ccc(OC)c(OC)c2)nc2ccccc21 | -10.0 | -0.4

The list goes on.
SMILES	Mdm2 ligase inh	L929 necroptosis	Runt-SMMHC FRET	Runt-CBFb FRET	Hck-Nef inh	p47phox inh	14-3-3 Bad PPI	EBV gp42 block	Tb hexokinase
Cc1noc(C(=O)N2CCN(c3ccc(F)cc3)CC2)c1Cl	-9.5	4.9	-0.6	-1.4	0.9	-14.2	6.7	-7.0	1.1
Cc1ccc(CNC(=O)C2CCCN(S(C)(=O)=O)C2)cc1 (configuration not stated)	-9.1	0.2	3.6	1.5	0.4	-1.5	10.7[fluorescence artefact?]	-3.9	-4.8
CC1(C(=O)NC2CCCCCCC2)CCC(=O)N1Cc1cccnc1 (configuration not stated)	12.2	3.6	1.9	-2.0	-0.3	-7.7	5.3	-12.2	1.1
O=c1cc(-c2ccc(O)c(O)c2)oc2cc(O)c(C3OC(CO)C(O)C(O)C3O)c(O)c12 (configuration not stated)	1.8	-0.5	-13.4	2.5	5.8	-14.0	2.8	-7.3	-31.6
CCCCN(C(=O)CSc1nnc(-c2ccccc2OC)n1C)c1c(N)n(Cc2ccccc2)c(=O)[nH]c1=O	-10.0	0.7	1.6	-6.4	0.8	-7.3	5.1	-10.2	33.3

Of the compounds above, these have a cyano group.
SMILES	Mdm2 ligase inh	L929 necroptosis	Runt-SMMHC FRET	Runt-CBFb FRET	Hck-Nef inh	p47phox inh	14-3-3 Bad PPI	EBV gp42 block	Tb hexokinase
N#Cc1c(NC(=O)c2cnn3cccnc23)sc2c1CCCC2	-2.8	48.1	0.0	8.1	33.0	-9.6	20.5	-7.9	-13.7
COc1cc(SC)ccc1C(=O)Nc1ccccc1C#N	-5.7	-0.1	0.9	-1.1	0.6	-20.1	-4.7	-3.8	-10.0
Cc1ccc(OCCn2cc(/C=C(\C#N)C(=O)NCC3CCCO3)c3ccccc32)cc1 (configuration not stated)	1.6	1.7	-2.6	-7.9	0.4	-6.1	-4.3[fluorescence artefact?]	-14.5	-14.8
COc1ccc(S(=O)(=O)Nc2ccc(CC#N)cc2)cc1	-16.8	0.1	-0.6	-1.8	0.0	-6.2	-4.4	-18.3	4.8
